PglD inh = blocks C. jejuni PglD acetyltransferase activity. AID 602405. inhibition, % at 12.5 µM. purified PglD enzyme, DTNB colorimetric CoA detection. 360,000 compounds, 0.098% hits; in the data active = inhibition above about 16%, passing the limit was not always enough; inconclusive = no clear call, values can overlap the other calls; also: strong numbers were not always called active
E-selectin induc = induces E-selectin expression in human endothelial cells; HUVEC E-selectin immunofluorescence imaging; normalized: neutral wells 0, TNF-alpha wells 100; activation, % at 7.58 µM; 260,000 compounds, 0.37% hits; AID 686992;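 active = mean E-selectin-positive cell signal at least 10% of the positive control, reached in at least 60% of replicates, without over 20% cell loss; inconclusive = no rule given, readout overlaps actives, possibly toxicity-flagged; inactive = the rest, including those meeting only one limit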;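 also: in these data hits start at about 27%; measured in HUVEC primary endothelial cells; signal is the percent of cells scored E-selectin positive by PE staining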
Target sequence (P16581 whole entry, looked up): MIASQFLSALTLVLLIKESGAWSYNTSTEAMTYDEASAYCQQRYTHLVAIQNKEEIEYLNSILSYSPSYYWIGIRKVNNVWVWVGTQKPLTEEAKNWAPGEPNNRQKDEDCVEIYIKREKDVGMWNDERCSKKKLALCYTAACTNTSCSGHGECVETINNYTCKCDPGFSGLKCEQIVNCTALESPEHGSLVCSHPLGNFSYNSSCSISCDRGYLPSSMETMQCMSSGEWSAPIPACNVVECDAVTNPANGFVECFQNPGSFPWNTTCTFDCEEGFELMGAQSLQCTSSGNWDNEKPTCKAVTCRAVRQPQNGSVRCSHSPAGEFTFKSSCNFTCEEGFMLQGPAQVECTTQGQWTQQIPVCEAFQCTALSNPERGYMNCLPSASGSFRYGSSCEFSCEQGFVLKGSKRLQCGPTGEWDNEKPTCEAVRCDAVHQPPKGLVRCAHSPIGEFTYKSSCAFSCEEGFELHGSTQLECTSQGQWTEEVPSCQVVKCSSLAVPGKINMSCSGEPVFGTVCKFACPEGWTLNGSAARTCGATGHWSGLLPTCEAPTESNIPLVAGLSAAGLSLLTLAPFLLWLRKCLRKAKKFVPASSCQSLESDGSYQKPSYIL
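material = human umbilical vein endothelial cells (HUVEC), E-selectin induction | quantity = 3,000 cells/well | medium = EGM-2 growth medium on 0.1% gelatin-coated wells | technique = immunofluorescence imaging | read-out basis = % PE-positive cells | control set = TNF-alpha positive control, DMSO neutral control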
DENV2 CPE rescue = protects cells from dengue virus 2 cytopathic effect; DENV2-infected cells, cytopathic effect rescue, plate reader; CPE inhibition, % at 9.99 µM; 350,000 compounds, 1.7% hits; AID 651640; in the data active = CPE inhibition above about 20%, passing the limit was not always enough; inconclusive = no clear call, values can overlap the other calls; tested in BHK-21 cells;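 also: 0% = median of neutral control wells and 100% = median of positive control wells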
SIRT5 block = blocks human SIRT5 desuccinylation of peptide | Purified SirT5, succinyl-peptide AMC, trypsin-coupled fluorescence | Q9NXA8 | 330,000 compounds, 1.1% hits | inhibition, % at 15 µM; in the data active = inhibition above about 15%; inconclusive = no clear call, values can overlap the other calls
Target sequence (Q9NXA8 whole entry, looked up): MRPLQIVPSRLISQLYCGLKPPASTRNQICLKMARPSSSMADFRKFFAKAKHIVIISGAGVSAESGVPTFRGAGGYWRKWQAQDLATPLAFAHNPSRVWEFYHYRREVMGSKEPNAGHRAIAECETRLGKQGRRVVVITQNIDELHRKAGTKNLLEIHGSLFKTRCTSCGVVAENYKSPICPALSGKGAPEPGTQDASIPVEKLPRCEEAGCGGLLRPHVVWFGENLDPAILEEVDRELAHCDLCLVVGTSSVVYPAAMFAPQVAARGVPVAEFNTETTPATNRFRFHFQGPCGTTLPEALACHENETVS
C2C12 statin = suppression of simvastatin myotoxicity; C2C12 myotubes + simvastatin, ATP luminescence, 48 h; scaled: DMSO 0, geranylgeraniol control 100; rescue of ATP level, % at 7.49 µM; 330,000 compounds, 0.78% hits; AID 602340;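 active = mean ATP rescue above about 67%, or every replicate alone reaching that limit, limit read from the data, passing the limit was not always enough; inconclusive = no clear call, values can overlap the other calls; inactive = mean under the limit and some replicate under it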;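 also: myotubes were challenged with 10 µM simvastatin during compound exposure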
ERp5 inh = inhibitors of human ERp5 | Q15084 | inhibition, % at 9.99 µM | 350,000 compounds, 0.05% hits | AID 651711 | ERp5 insulin aggregation, absorbance 650 nm, 90 min;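 active = mean replicate inhibition above about 25%, with every replicate also reaching it, limit read from the data, passing the limit was not always enough; inconclusive = only one of those two criteria met; inactive = neither criterion met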
S100A4 MyoIIA = blocks human S100A4 binding to myosin IIA peptide; P26447; S100A4/TAMRA-MyoIIA peptide fluorescence polarization; inhibition, % at 10.7 µM; 360,000 compounds, 0.14% hits;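 active = mean inhibition of at least 70% across replicates, with every replicate also reaching that level; inconclusive = mean inhibition reaches 70% but some replicates fall short; inactive = mean inhibition below 70%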
Target sequence (P26447 whole entry, looked up): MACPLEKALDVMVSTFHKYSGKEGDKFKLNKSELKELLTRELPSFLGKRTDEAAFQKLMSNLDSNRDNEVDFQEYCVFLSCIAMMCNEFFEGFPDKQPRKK
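Assay system: human S100A4 monomer with TAMRA-labelled myosin IIA peptide / Buffer or medium: Calcium-containing HEPES buffer, pH 7.2 / Reagent: TAMRA-labelled myosin IIA heavy-chain peptide probe, 5 nM / Compound: one dose per compound / Timing: polarization read 5 min after assay mix addition, stable 5–60 min / Benchmarks: neutral control DMSO, positive control TFP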
* hit, by the source's call; ? = inconclusive; . = no result given; & = joins results of further samples; ! = repeats disagree. These rows are one share of the data; count on the stated rates, not on these rows.

SMILES	PglD inh	E-selectin induc	DENV2 CPE rescue	SIRT5 block	C2C12 statin	ERp5 inh	S100A4 MyoIIA
CCn1c(=O)n(CC)c2cc(N3CCCC3)c(NC(=O)c3ccc(F)cc3)cc21	0	.	-2	1	-33	-5	-10
COCc1ccc(CN2CCCC(CO)(Cc3ccccc3)C2)o1 (stereo not given)	0	3.1	.	-3	-2	-11	-12
O=C(C[C@H]1CC[C@@H]2[C@H](COC[C@H](O)CN2S(=O)(=O)c2cccc(F)c2)O1)Nc1ccccc1	1	0.0	3	-3	-1	-3	-8
CC1SCC(=NOCc2c(Cl)cccc2Cl)CS1 (stereo not given)	2	-0.1	-5	-8	.	-2	-7
COc1ccc(NC(=O)c2cccn(CC=C(C)C)c2=O)cc1	.	.	1	0	3	6	-3
CCN(CC)C(=O)CSc1nc2c(sc(=S)n2-c2ccc(C)cc2C)c(=O)[nH]1	5	.	-2	1	-3	1	-3
Cc1cc(N2CCN(C)CC2)nc2ccc(NC(=O)CCC3CCCC3)cc12	-1	0.4	-2	-2	-8	-1	-3
C/C(=N\NC(=O)c1ccccc1)c1ccccc1F	.	.	-7	-3	-1	-2	0
CC(C)c1cn(CC[C@H]2CC[C@H](NS(=O)(=O)c3ccc(Cl)cc3)[C@@H](CO)O2)nn1	1	-0.6	-3	-4	4	5	4
CCCNC(=O)c1cc(C2CCCCN2C(=O)c2cc(C(C)(C)C)nn2C)on1 (stereo not given)	1	0.0	-10	.	3	1	2
COc1cc(CCC(=O)O)on1	-2	0.4	-1	-4	-13	-5	2
CC(C)c1ccc(NC(=O)CN2C(=O)c3ccccc3S2(=O)=O)cc1	-1	0.4	2	-1	-2	1	5
Cc1ccc(Cn2ncc3c(N4CCN(CC#N)CC4)ncnc32)cc1	.	.	0	12	.	7	1
C[C@H]1CN([C@@H](C)CO)C(=O)Cc2cc(NS(=O)(=O)c3cn(C)cn3)ccc2O[C@H]1CN(C)S(C)(=O)=O	1	-6.9	0	0	-9	2	2
CO[C@@H]1CN(C)C(=O)c2ccc(NC(=O)NC3CCCCC3)cc2OC[C@@H](C)N(CC2CCOCC2)C[C@H]1C	-2	0.1	-1	1	-9	-1	11
CC1CCCCN1CCn1c(=S)[nH]c2cc3c(cc2c1=O)OCO3 (stereo not given)	-4	3.3	6	3	14	-1	2
COc1ccc(NC(=O)Nc2ccc3c(c2)C(=O)N([C@H](C)CO)C[C@H](C)[C@H](CN(C)C(=O)Nc2ccc(C(F)(F)F)cc2)OCCCC[C@H](C)O3)cc1	-1	0.1	48*	3	.	-2	4
O=C(/C=C/c1ccc(F)cc1)NC(=S)N1CCOCC1	.	.	-3	1	.	3	7
CCc1ccc2c(c1)NC(=O)C2(C)Cc1ccccc1C#N (stereo not given)	4	.	-6	2	4	4	-7
Cc1ccc2c(c1)cc(CN(Cc1ccco1)C(=O)N1CCOCC1)c1nnnn12	1	-1.8	-2	0	0	-6	3
CCC(=O)N(C)C[C@H]1Oc2cc(-c3ccccc3)ccc2S(=O)(=O)N([C@H](C)CO)C[C@@H]1C	-2	-0.1	-5	.	-10	-1	3
CN1CCN(c2ccc(NC(=O)c3cccc(S(=O)(=O)N4CCCC4)c3)cc2)CC1	-1	.	-2	1	1	1	7
CC(=O)OC(C[N+]1(C)CCCCCC1)c1ccccc1 (stereo not given)	3	0.4	0	0	8	1	-5
O=C(CN1C(=O)S/C(=C/c2ccccn2)C1=O)N1CCOCC1	-3	.	-5	1	2	-7	4
O=C(Nc1cccc(-c2ccc3nncn3n2)c1)c1ccco1	1	-0.2	-1	-6	2	-2	3
(list continues)
SMILES	PglD inh	E-selectin induc	DENV2 CPE rescue	SIRT5 block	C2C12 statin	ERp5 inh	S100A4 MyoIIA
COc1ccc(-c2cnc3c(c2)C(=O)N([C@@H](C)CO)C[C@H](C)[C@@H](CN(C)Cc2ccccn2)O3)cc1	-1	-0.3	8	-1	-3	2	3
COc1ccc(-c2ccc([C@@H]3[C@@H](CO)N4CCCCN(C(=O)NC(C)C)C[C@H]34)cc2)cc1	-1	1.1	64*	2	22	2	0
COc1cc(C2C(C#N)=C(N)OC3=C2C(=O)CC(C)(C)C3)cc([N+](=O)[O-])c1O (stereo not given)	.	1.9	0	-1	.	1	-1
COc1ccccc1CNC(=O)C[C@H]1CC[C@@H]2[C@H](COc3ccc(NS(=O)(=O)c4ccc(C)cc4)cc3C(=O)N2C)O1	5	-0.1	4	0	-11	2	-46
Cc1ccc(S(=O)(=O)Nc2nnc(CC(C)(C)C)s2)cc1	-1	0.0	0	1	-2	-3	3
O=C1NCCOC(=O)[C@H](Cc2ccc(F)cc2)CC/C=C/C[C@@H]1CC(=O)N(CCO)Cc1ccccc1	-1	0.0	2	4	1	-5	-1
CCOC(=O)C1C(c2ccc(O)c(O)c2)NC(=S)NC1(O)C(F)(F)F (stereo not given)	0	.	0	-3	0	-4	-2
C[C@@H]1CCCCO[C@@H](CN(C)C(=O)NC2CCCCC2)[C@H](C)CN([C@H](C)CO)C(=O)c2cc(NC(=O)Cc3ccccc3)ccc2O1	1	0.1	5	2	.	4	8
CN=c1sc2ccccc2n1CC(O)COc1ccccc1 (stereo not given)	-4	.	-7	-2	-6	6	3
C[C@H]1CCCCO[C@H](CN(C)Cc2ccc(C(=O)O)cc2)[C@@H](C)CN([C@@H](C)CO)C(=O)c2cc(NS(=O)(=O)c3cccs3)ccc2O1	0	0.0	-4	-2	.	-1	-2
Cc1cc(C)c2cc(CN(Cc3ccco3)C(=S)NCC3CCCO3)c(=O)[nH]c2c1 (stereo not given)	.	.	-7	0	.	3	-1
c1ccc(Cc2nnc3sc(-c4ccc5c(c4)OCCO5)nn23)cc1	7	0.0	-1	.	33	-4	1
C[C@@H]1CN([C@H](C)CO)C(=O)c2cc(NC(=O)CCC(F)(F)F)ccc2O[C@@H](C)CCCCO[C@H]1CN(C)C(=O)Nc1ccc(F)cc1	0	.	5	0	.	-7	3
Cc1noc(C)c1S(=O)(=O)Nc1ccc2c(c1)CC(=O)N([C@H](C)CO)C[C@@H](C)[C@@H](CN(C)C(=O)NC(C)C)O2	2	-0.1	46*	3	-12	2	-6
N#C[C@H]1[C@H](c2ccc(C#Cc3ccc(F)cc3)cc2)[C@@H](CO)N1C(=O)C1CCCC1	0	-0.4	23*	1	7	2	0
CCCOc1ccc(CC(=O)N/N=C\c2ccc(F)cc2)cc1	-5	-0.2	-1	-2	7	5	3
Cc1ccc(/C=N/NC(=O)C(O)c2ccccc2)o1 (stereo not given)	-3	14	2	-2	0	0	-4
OCC1=C[C@@H](O)[C@@H]2C=CO[C@@H](O[C@@H]3O[C@H](CO)[C@@H](O)[C@H](O)[C@H]3O)[C@H]12	4	.	-10	12	-1	2	3
CCCCCCSc1cc(-c2nc3ccc(Cl)cn3c2NC2CCCCC2)ccc1OC	-3	.	-15	-5	4	1	-7
CCC(=O)Nc1ccc2c(c1)OC[C@@H](C)N(C(=O)NC(C)C)C[C@@H](C)[C@@H](OC)CN(C)C2=O	1	-0.1	-6	-2	0	2	28
COc1ccccc1C(C)NC(=O)C1CCN(S(=O)(=O)c2cccs2)CC1 (stereo not given)	2	0.2	?	0	1	3	-1
Cc1ccc(S(=O)(=O)N2[C@@H](Cc3ccccc3)CO[C@H]2CC(=O)OCc2ccccc2)cc1	.	-1.0	-1	-3	.	-7	16
CC(C)CNC(=O)COC(=O)c1ccc(Cl)c(S(=O)(=O)N2CCc3ccccc32)c1	5	0.9	-9	-8	-7	9	12
C[C@@H]1CN([C@@H](C)CO)C(=O)c2cccc(NC(=O)Nc3ccc(F)cc3)c2O[C@H]1CN(C)Cc1ccc(Cl)c(Cl)c1	-4	-0.1	-9	6	-50	-1	-3
Cc1ccc(OCCn2cc(/C=C(\C#N)C(=O)NCC3CCCO3)c3ccccc32)cc1 (stereo not given)	.	4.1	-3	-2	.	3	4

Shown bar-delimited: 12 of the compounds above
mol | PglD inh | E-selectin induc | DENV2 CPE rescue | SIRT5 block | C2C12 statin | ERp5 inh | S100A4 MyoIIA
COc1ccc(-c2cnc3c(c2)C(=O)N([C@@H](C)CO)C[C@H](C)[C@@H](CN(C)Cc2ccccn2)O3)cc1 | -1 | -0.3 | 8 | -1 | -3 | 2 | 3
COc1ccc(-c2ccc([C@@H]3[C@@H](CO)N4CCCCN(C(=O)NC(C)C)C[C@H]34)cc2)cc1 | -1 | 1.1 | 64* | 2 | 22 | 2 | 0
COc1cc(C2C(C#N)=C(N)OC3=C2C(=O)CC(C)(C)C3)cc([N+](=O)[O-])c1O (stereo not given) | . | 1.9 | 0 | -1 | . | 1 | -1
COc1ccccc1CNC(=O)C[C@H]1CC[C@@H]2[C@H](COc3ccc(NS(=O)(=O)c4ccc(C)cc4)cc3C(=O)N2C)O1 | 5 | -0.1 | 4 | 0 | -11 | 2 | -46
Cc1ccc(S(=O)(=O)Nc2nnc(CC(C)(C)C)s2)cc1 | -1 | 0.0 | 0 | 1 | -2 | -3 | 3
O=C1NCCOC(=O)[C@H](Cc2ccc(F)cc2)CC/C=C/C[C@@H]1CC(=O)N(CCO)Cc1ccccc1 | -1 | 0.0 | 2 | 4 | 1 | -5 | -1
CCOC(=O)C1C(c2ccc(O)c(O)c2)NC(=S)NC1(O)C(F)(F)F (stereo not given) | 0 | . | 0 | -3 | 0 | -4 | -2
C[C@@H]1CCCCO[C@@H](CN(C)C(=O)NC2CCCCC2)[C@H](C)CN([C@H](C)CO)C(=O)c2cc(NC(=O)Cc3ccccc3)ccc2O1 | 1 | 0.1 | 5 | 2 | . | 4 | 8
CN=c1sc2ccccc2n1CC(O)COc1ccccc1 (stereo not given) | -4 | . | -7 | -2 | -6 | 6 | 3
C[C@H]1CCCCO[C@H](CN(C)Cc2ccc(C(=O)O)cc2)[C@@H](C)CN([C@@H](C)CO)C(=O)c2cc(NS(=O)(=O)c3cccs3)ccc2O1 | 0 | 0.0 | -4 | -2 | . | -1 | -2
Cc1cc(C)c2cc(CN(Cc3ccco3)C(=S)NCC3CCCO3)c(=O)[nH]c2c1 (stereo not given) | . | . | -7 | 0 | . | 3 | -1
c1ccc(Cc2nnc3sc(-c4ccc5c(c4)OCCO5)nn23)cc1 | 7 | 0.0 | -1 | . | 33 | -4 | 1

New compounds follow
SMILES	PglD inh	E-selectin induc	DENV2 CPE rescue	SIRT5 block	C2C12 statin	ERp5 inh	S100A4 MyoIIA
CCc1ccc(NC(=O)CSc2nc3c(c(=O)n(C)c(=O)n3C)n2C)cc1	-5	1.0	-5	-2	9	3	-1
CO[C@H]1CC[C@H]2CCOc3c(C#N)cccc3C(=O)N(C)CC3(CCCCC3)CC(=O)N(C)C[C@H]1O2	-2	0.0	1	4	7	?	0
C[C@H](CO)N1C[C@H](C)[C@H](CN(C)S(C)(=O)=O)Oc2ccc(NC(=O)Cn3cnnn3)cc2C1=O	-2	-3.4	8	.	-58	.	.
COc1ccc(S(=O)(=O)NCc2cccnc2)cc1Br	-2	0.3	-12	-7	-31	-1	0
C[C@@H]1CN([C@H](C)CO)C(=O)c2cc(Br)cnc2O[C@@H]1CN(C)C(=O)c1ccccc1	-1&1&-5	0.1	65*!	0&0&0	9&-12&31	1&-3&0	1&4&5
CCCC#Cc1ccc([C@@H]2[C@H]3CN(C(=O)Nc4ccc(F)cc4)CC(=O)N3[C@H]2CO)cc1	.	0.7	42*	0	.	-11	-10

Screening results (PubChem)
